SENP8 block: inhibitors of human SENP8 protease; hit rate 0.64% among 360,000; recombinant SENP8, Nedd8 substrate fluorescence; inhibition, % at 20 µM; AID 602440; Q96LD8; in the data active means inhibition mostly above about 40%, no sharp cut-off; inactive means mostly below about 27%
Target sequence (Q96LD8 whole entry, looked up): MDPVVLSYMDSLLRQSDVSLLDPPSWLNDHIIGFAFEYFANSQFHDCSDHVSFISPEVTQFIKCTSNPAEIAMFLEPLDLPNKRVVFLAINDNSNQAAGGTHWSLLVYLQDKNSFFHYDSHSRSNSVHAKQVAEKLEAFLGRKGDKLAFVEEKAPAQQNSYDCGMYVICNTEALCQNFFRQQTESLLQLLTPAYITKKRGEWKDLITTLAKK
MPTP block: permeability transition pore inhibition; isolated mouse mitochondria, Ca2+ swelling absorbance, 30 min; inhibition, % at 10 µM; hit rate 1.4% among 360,000; AID 602449;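 active means inhibition of 50% or more, scaled per plate between neutral and stimulator controls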;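 further: 0% = DMSO wells given calcium and 100% = 1 mM EGTA wells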
Starred values were filed as active, the others as inactive; i = inactive.

item	compound	SENP8 block	MPTP block
1	COCCNC(=O)c1cc2c(c(-c3cccc(-c4cc5ccccc5o4)c3)n1)[C@@H](CCO)N(S(=O)C(C)(C)C)C2 (some centres not stated)	-56	-0.3
2	COc1ccc(C(C)=O)cc1CC1(C)C(=O)Nc2ccc(OC(F)(F)F)cc21 (configuration not stated)	8	1.4
3	CC(=O)Nc1cccc(-c2ccnc3c2CC(C(=O)NCc2ccncc2)O3)c1 (configuration not stated)	-145	-0.2
4	O=c1cc(CN2CCN(c3ccccc3F)CC2)c2ccccc2o1	10	-1.2
5	CC(=O)c1cccc(-c2cnc3c(NC=O)cc(-c4cccc(C(=O)N(C)C)c4)cn23)c1	-18	-0.2
6	C[N+](C)(C)CCN1CCc2ccccc21	9	0.5
7	Cn1c(=O)c2cc(NC(=O)Cc3ccccc3F)ccc2n1Cc1ccc(Cl)cc1	-498	-2.2
8	O=C1NC[C@H](CCCCN2C[C@H](Cc3ccccc3)N(CCC3CCCCC3)C(=O)C2=O)N(CCC2CCCCC2)C1=O	10	-9.1
9	CC(O)(c1cccnc1)c1nc(/C=C/c2ccccc2)cs1 (configuration not stated)	9	2.6
10	COC[C@H]1CCCN1c1ccc2c(c1)O[C@H](COCc1ccccc1)CN([C@@H](C)c1ccccc1)S2(=O)=O	5	0.8
11	Cn1ccc2c(-c3cccnc3)cc3c(c21)C1CCC3C1 (configuration not stated)	-234	0.4
12	CCCCn1nnnc1C(c1ccccc1)N1CCN(c2ncc(C(F)(F)F)cc2Cl)CC1 (configuration not stated)	7	2.8
13	CC(C)[C@H](NC(=O)OC(C)(C)C)c1cc(C(=O)N(C)CCN(C)C)c(N)s1	-43	0.5
14	COC(=O)[C@]12CCCCC=C1N(Cc1ccc(Cl)cc1Cl)C(=O)[C@H](CC(=O)N1CCC(c3ccccc3)CC1)C2	28	0.6
15	Cc1noc(C)c1-c1ccc(C(=O)NCc2cccs2)c2occc12	-30	1.1
16	COc1ccc(C2=Nc3ccccc3N(C(=O)c3ccc4c(c3)OCO4)C2C(=O)Nc2c(C)cccc2C)cc1 (configuration not stated)	-138	0.7
17	COc1cccc(-c2cnc(C(O)c3cc(C)c(OC)c(C)c3)[nH]2)c1 (configuration not stated)	10	0.0
18	Cn1c(Cc2ccccc2)nc(=O)c2ccccc21	4	-2.5
19	CCCc1nc2ccccc2n1C(C)C(=O)NC(C)(C)C (configuration not stated)	12	1.2
20	COc1ccc(CNC(=O)C2Cc3c(-c4ccccc4)ccnc3O2)cc1OC (configuration not stated)	11	1.7
21	O=C1c2ccccc2C(c2nc3ccccc3[nH]2)N1Cc1ccco1 (configuration not stated)	0	-0.5
22	CC1(C(=O)Nc2nccs2)CCN1C(=O)C1(c2ccccc2)CC1 (configuration not stated)	14	-1.6
23	CC1=C(C(=O)N(C(C)C)C(C)C)CC(CC(=O)NC2CCCC2)C(=O)N1Cc1ccc(F)cc1 (configuration not stated)	15	0.4
24	Cc1cnc(C)c(Nc2nc(C(N)Cc3ccc(Cl)cc3)cs2)n1 (configuration not stated)	-122	3.3
25	COc1ccc(NC(=O)C2(C)CCCN2C(=O)C(C)C)cc1OC (configuration not stated)	16	-0.8
26	CCNC(=O)C1(C)CCN1Cc1cc(-c2ccccc2)n(C)n1 (configuration not stated)	23	-0.6
27	CC(=O)N1CCN(Cc2cc(=O)oc3cc(C)ccc23)CC1	12	-2.6
28	Cc1ccc(CNC(=O)[C@H]2O[C@@H](n3ccc(N)nc3=O)[C@H](O)[C@@H]2O)o1	22	-0.6
29	COc1ccc(-c2nc3c(C)cc(Br)cn3c2Cc2ccccc2)cc1OC	-31	1.2
30	CCCCNC(=O)C1(C)CCCCCN1Cc1cccc2c(OC)cc(C(=O)OCC)cc12 (configuration not stated)	-29	-0.6
31	COc1ccc(Nc2c(-c3cccc(OC)c3)nc3nc(C)cc(C)n23)cc1	-26	0.4
32	CCOC(=O)[C@]12CCCC=C1N(Cc1ccc3c(c1)OCO3)C(=O)[C@H](CC(=O)N1CCN(C(=O)c3ccco3)CC1)C2	14	1.4
33	COC(=O)c1cnc(Nc2nc(C(N)COCc3ccccc3)cs2)nc1C(F)(F)F (configuration not stated)	21	2.3
34	CCOC1=C2CN(S(=O)(=O)c3ccc(C)cc3)[C@H](c3ccccc3)C[C@@H]2N(S(=O)(=O)c2ccccc2)[C@H](c2ccccc2)C1	13	-1.0
35	CN(CCc1ccccc1)C(c1cc2ccccc2o1)c1nnnn1C(C)(C)C (configuration not stated)	19	0.6
36	O=C(Nc1ccc(Oc2ccccc2)nc1)[C@H]1O[C@@H](n2ccc(=O)[nH]c2=O)[C@H](O)[C@@H]1O	9	0.3
37	CCCOc1ccc(F)cc1-c1cc(C(=O)NC(C)C)[nH]n1	10	-0.2
38	CCC(CC)C(=O)N(C)c1c(C)nc2c(OCc3ccccc3OC)cccn12	4	0.2
39	CC1(C(=O)Nc2ccc(Cl)c(C(F)(F)F)c2)Cc2c(-c3ccc(C(N)=O)cc3)ccnc2O1 (configuration not stated)	10	-0.7
40	COc1ccc(-c2csc(C(C)(O)c3cccc(F)c3)n2)cc1 (configuration not stated)	8	2.2
41	C=CCCC(=O)N1C[C@@H](CO)[C@@H](NC)C[C@H]1c1ccccc1Br	20	-0.5
42	COc1ccc(CCNC2=CC(=O)CCC2)cc1OC	14	0.5
43	Cc1ccsc1CNC(=O)C1(C)CCN1C(=O)C(C)C (configuration not stated)	2	-0.9
44	CCOC(=O)C1=CCN(S(=O)(=O)c2ccc(Cl)cc2)C1c1ccccc1 (configuration not stated)	16	0.9
45	CC(O)(c1ccc(F)c(F)c1)c1nc(/C=C/c2ccc(C(F)(F)F)cc2)cs1 (configuration not stated)	-37	1.3

Ordered by formula weight (rising): four of the compounds above
item	compound	SENP8 block	MPTP block
43	Cc1ccsc1CNC(=O)C1(C)CCN1C(=O)C(C)C (configuration not stated)	2	-0.9
41	C=CCCC(=O)N1C[C@@H](CO)[C@@H](NC)C[C@H]1c1ccccc1Br	20	-0.5
36	O=C(Nc1ccc(Oc2ccccc2)nc1)[C@H]1O[C@@H](n2ccc(=O)[nH]c2=O)[C@H](O)[C@@H]1O	9	0.3
32	CCOC(=O)[C@]12CCCC=C1N(Cc1ccc3c(c1)OCO3)C(=O)[C@H](CC(=O)N1CCN(C(=O)c3ccco3)CC1)C2	14	1.4

Single entries from above.
Reading of compound 42 under MPTP block: 0.5
Reading of compound 44 under SENP8 block: 16
Reading of compound 40 under MPTP block: 2.2
Reading of compound 45 under MPTP block: 1.3

Additional entries
item	compound	SENP8 block	MPTP block
46	CCCS(=O)(=O)NC(=O)C1(C)CCN(C(=O)c2ccc(F)c(C)c2)C1 (configuration not stated)	16	0.0
47	Clc1ccc(-c2nc3ccc(Br)cn3c2Cc2ccsc2)cc1	-6	-0.9
48	CC(C)c1ccc(NC(=O)C2Cc3c(-c4ccco4)ccnc3O2)cc1 (configuration not stated)	8	-0.8
49	COc1cccc(C(=O)NCC[N+](C)(C)C)c1	4	0.0
50	CCNC(=O)Nc1ccc2c(c1)c(=O)n(C)n2CC=C(C)C	i	0.7
51	CCCCCNC(=O)C1C(=O)Nc2ccccc2C(=O)N1C(C)(C)C (configuration not stated)	-7	-0.4
52	COCCNc1nc(-c2ccc(Cl)cc2C)c2sccc2n1	-496	-0.4
53	CCC(=O)N1CCC(C)(C(=O)NCc2ccc(F)cc2)C1 (configuration not stated)	14	-0.6
54	CCc1nc2ccc(C(=O)NCc3ccccc3OC)cn2c1N(CCC(C)C)CCN(C)C	-24	-1.8
55	CSCCC(C(=O)Nc1c(C)cccc1C)N1CCN(C/C=C/c2ccccc2)CC1 (configuration not stated)	20	0.1
56	COC(=O)[C@@]1(Cc2ccc(F)cc2)[C@H]2c3cc(C(=O)N4CCCC4)n(Cc4cc(F)cc5c4OCOC5)c3C[C@H]2CN1C(=O)c1ccccc1	-7	0.3
57	CCNC(=O)C1(C)CCN(C(=O)c2ccc(OC(F)F)cc2)C1 (configuration not stated)	-3	1.1
58	CC1(C(=O)NS(=O)(=O)c2ccccc2Cl)CCN1C(=O)Cc1ccccc1 (configuration not stated)	6	0.4
59	CCCCNC(=O)C[C@@H]1C[C@@]2(C(=O)OCC)CCC=C2N(Cc2ccc(Cl)cc2Cl)C1=O	4	-0.1
60	O=C(NCc1ccncc1)[C@@H]1CCCN1C(=O)[C@@H]1CCCN1	24	-0.1
61	CN(C)c1ncnc2c1ncn2[C@H]1CN(Cc2ccco2)C[C@@H](CO)O1	8	0.2
62	CC1(C(=O)Nc2cnc3ccccc3c2)CCN1Cc1ccccc1OC(F)F (configuration not stated)	3	1.0
63	CCCc1c(-c2cccc(Br)c2)ncn1Cc1cccc(-c2ccccc2)c1	8	0.0
64	CN(C)c1ccc(CNC(=O)CC[C@H]2O[C@@H](n3cnc4c(NC(=O)c5ccccc5)ncnc43)[C@H](O)[C@@H]2O)cc1	24	0.3
65	FC(F)(F)Oc1ccccc1C(c1nnnn1Cc1ccccc1)N1CCN(C/C=C/c2ccccc2)CC1 (configuration not stated)	18	2.2
66	CN1OC[C@@H]2CN(C(=S)NCCc3ccccc3)[C@H](c3ccc(N4CCCCC4)cc3)C[C@@H]21	2	-0.1
67	COc1ccc(S(=O)(=O)NC(=O)C2(C)CCN2C(=O)CC2CCCC2)cc1 (configuration not stated)	20	0.3
68	CCc1nc2c(OCCn3cccc3)cccn2c1N(C=O)Cc1ccc(OC)cc1	7	0.1
69	Cc1cc(F)ccc1-c1cc(C(=O)NCc2ccco2)[nH]n1	23	-0.4
70	COC(=O)C[C@H]1CC[C@H](NC(=O)Nc2ccccc2F)[C@@H](CO)O1	26	-0.1
71	CC1(C)CC(=O)C(C(c2ccc3c(c2)OCO3)C2C(=O)CC(C)(C)CC2=O)C(=O)C1	9	0.1
72	CCOC1=C2[C@@H](CN(S(=O)(=O)c3ccc(C)cc3)[C@H]2c2ccccc2F)[C@H]2C(=O)N(c3ccccc3)C(=O)[C@H]2C1	11	0.2
73	Cc1cc(Cl)ccc1-c1nc(NCc2ccccc2)nc2ccsc12	i	-0.5
74	CC1(C(=O)NS(=O)(=O)c2cccs2)CCN1C(=O)Cc1ccc(Cl)cc1Cl (configuration not stated)	10	1.3
75	CCCCNC(=O)c1nc(C2CCN(S(=O)(=O)c3ccccc3C(F)(F)F)CC2)oc1-c1ccccc1	17	0.5
76	CCCCOCCCNC(=O)C[C@@H]1C[C@@]2(C(=O)OC)CCCCC=C2N(Cc2ccc3c(c2)OCO3)C1=O	24	1.0
77	NC(Cc1ccc(Cl)cc1)c1csc(Nc2ccc(C(=O)NCCCO)cn2)n1 (configuration not stated)	-370	-2.0
78	CC(=O)Nc1cc(-c2ccc(F)cc2)cn2c(-c3ccc(S(C)(=O)=O)cc3)cnc12	-468	-0.7
79	CCOC(=O)C1(C)CCN1C(=O)c1ccoc1 (configuration not stated)	7	0.1
80	Cc1cccnc1C(NC(=O)C1CCN(Cc2ccccc2)CC1)c1ccc(F)cc1 (configuration not stated)	8	-1.2
81	Nc1ncnc2c1ncn2[C@@H]1O[C@H](C(=O)Nc2ccc(C(=O)N3CCCCC3)cc2)[C@@H](O)[C@H]1O	13	-2.3
82	CCc1nc2c(OCC(=O)C(C)(C)C)cccn2c1N(C)C(=O)C(C)C	9	0.7
83	COc1ccc(NC(=O)C2c3ccccc3OCC(=O)N2Cc2cccnc2)cc1 (configuration not stated)	2	-1.8
84	COC(=O)c1ccc2nc(-c3ccccc3)c(Cc3ccsc3)n2c1	-378	-1.3
85	CCN(C)C1CN(Cc2cn(Cc3ccc(C(F)(F)F)cc3)nn2)S(=O)(=O)C1 (configuration not stated)	31	0.3
86	O=c1ccn([C@@H]2O[C@H](CNCc3ccccc3)[C@@H](O)[C@H]2O)c(=O)[nH]1	35	-0.9
87	CC1(C(=O)NCc2ccccc2Br)CCN1Cc1csc2ccccc12 (configuration not stated)	24	1.4
88	Cc1ccc(C(O)c2ncc(-c3ccc(F)cc3)[nH]2)cc1F (configuration not stated)	-1	0.7
89	CCOC(=O)C1(C)CCCN1C(=O)c1cccs1 (configuration not stated)	9	-0.8
90	O=C(Nc1ccc(F)cc1)C(c1ccnc2ccccc12)N1CCN(c2cccc(C(F)(F)F)n2)CC1 (configuration not stated)	6	2.4
91	OC(c1ccc(Cl)c(Cl)c1)c1ncc(-c2cccc(F)c2)[nH]1 (configuration not stated)	3	16
92	O=C(NC(c1ccc(F)cc1)c1ccc2ccccc2n1)C1CCN(CCOc2ccc(F)cc2)CC1 (configuration not stated)	-48	2.9
93	CC(=O)Nc1cncc(-c2ccccc2N(C)C)n1	-174	-0.2
94	FC(F)(F)c1ccccc1Cc1c(-c2cccc(Cl)c2)nc2c3ccccc3ccn12	-192	1.6
95	O=c1ccn([C@@H]2O[C@H](CNCc3cccc4c3sc3ccccc34)[C@@H](O)[C@H]2O)c(=O)[nH]1	17	0.6
96	Cc1cccc(C)c1NC(=O)C1(C)CN(S(C)(=O)=O)CC(=O)N1C1CC1 (configuration not stated)	20	-1.8
97	O=S1(=O)CC(N2CCCCC2)CN1Cc1cn(Cc2ccc(F)cc2)nn1 (configuration not stated)	16	0.3
98	Cc1cc2nc(NC(=O)C3(C)CCCN(C(C)C)C3)[nH]c2cc1C (configuration not stated)	17	0.9
99	CCCNC(=O)OC1CC2CC1[C@H]1CCCCN1C2=O (some centres not stated)	19	0.6

Seven records drawn at random from those above:
item	compound	SENP8 block	MPTP block
94	FC(F)(F)c1ccccc1Cc1c(-c2cccc(Cl)c2)nc2c3ccccc3ccn12	-192	1.6
96	Cc1cccc(C)c1NC(=O)C1(C)CN(S(C)(=O)=O)CC(=O)N1C1CC1 (configuration not stated)	20	-1.8
92	O=C(NC(c1ccc(F)cc1)c1ccc2ccccc2n1)C1CCN(CCOc2ccc(F)cc2)CC1 (configuration not stated)	-48	2.9
97	O=S1(=O)CC(N2CCCCC2)CN1Cc1cn(Cc2ccc(F)cc2)nn1 (configuration not stated)	16	0.3
93	CC(=O)Nc1cncc(-c2ccccc2N(C)C)n1	-174	-0.2
99	CCCNC(=O)OC1CC2CC1[C@H]1CCCCN1C2=O (some centres not stated)	19	0.6
91	OC(c1ccc(Cl)c(Cl)c1)c1ncc(-c2cccc(F)c2)[nH]1 (configuration not stated)	3	16

A portion of the library; the hit share may differ from the screen's.
